Compound activity deposited in PubChem by National Center for Advancing Translational Sciences (NCATS).
Tau fibril FP: qHTS for Inhibitors of Tau Fibril Formation, Fluorescence Polarization. AID 1468, 2008. 280,000 compounds, 0.39% hits. Potency, µM (top dose mostly 57.7 µM), without a hit: top-dose activity, negative = inhibition, actives largely listed as inhibitors. Microtubule-associated protein tau (Homo sapiens), P10636. K18 P301L tau heparin fibrillization, Alexa594 FP, 6 h; further: nearly all actives have a fitted effect of over 55% in size
Target sequence (P10636 561-689 P618L limits assumed): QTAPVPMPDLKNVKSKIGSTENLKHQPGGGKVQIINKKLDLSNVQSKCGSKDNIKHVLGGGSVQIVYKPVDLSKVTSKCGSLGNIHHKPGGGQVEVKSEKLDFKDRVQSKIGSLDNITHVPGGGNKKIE
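FP of Alexa 594-tau after heparin (20 uM) induction. Substrate: human K18 P301L, 15 uM unlabeled, 0.24 uM labeled. Buffer 100 mM sodium acetate pH 7. 6 hr, 37 C.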
TRb SRC2 PPI: qHTS for Inhibitors of the Interaction of Thyroid Hormone Receptor and Steroid Receptor Coregulator 2. 280,000 compounds, 0.065% hits. TRbeta-SRC2 peptide binding, fluorescence polarization; receptor liganded with 1 µM T3. Thyroid hormone receptor beta (Homo sapiens), P10828. Potency, µM (top dose mostly 106 µM), without a hit: at the highest dose activity change, negative = inhibition, actives largely listed as inhibitors;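 further: plate controls were bound peptide for no effect and peptide without receptor for full effect; nearly all actives have a fitted effect of over 50% in size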
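Fluorescence polarization of 20 nM Texas Red SRC2 peptide (20-aa NR interaction domain) bound to 0.6 uM human TRb ligand-binding domain, with 1 uM T3, after 5 hr at ambient temperature; inhibition seen as decreased polarization.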
RGS12 GoLoco inh: qHTS Assay for Inhibitors of RGS12 GoLoco Motif Activity (Red Fluorophore); Guanine nucleotide-binding protein G(i) subunit alpha-1 (Homo sapiens), P63096; Gai1:RGS12 GoLoco peptide FP, rhodamine, 10 min; Potency, µM (highest dose often 61.6 µM), inactives show at the highest dose activity, negative = inhibition, most hits filed as inhibitors; 230,000 compounds, 0.44% hits; AID 880, 2007; active means well fitted inhibition curve with a large enough effect, not every such curve was filed as active; inactive means no such curve, though single readings can be large or run the other way; further: nearly all actives have a fitted effect of over 30% in size; many of its hits are not listed in these tables
TR SRC2 fluor cs: Total Fluorescence Counterscreen for Inhibitors of the Interaction of Thyroid Hormone Receptor and Steroid Receptor Coregulator 2; TRb/SRC2 Texas Red total fluorescence interference; Potency, µM (titrated, usually from 106 µM), for inactives: at the top dose fluorescence change, negative = quenching; 280,000 compounds, 0.29% hits; active means well fitted curve in either direction with a large enough effect; inconclusive means small, poorly fitted or top-dose-only effect
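Human TRb ligand-binding domain at 0.6 uM with 20 nM Texas Red SRC2 peptide in Tris buffer containing 1 uM T3 and 5% DMSO, incubated with compound 5 h at ambient temperature. Total fluorescence (555/632 nm) calculated as parallel + 2 × perpendicular.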
RECQ1 helicase: qHTS Assay for Inhibitors of RecQ-Like Dna Helicase 1 (RECQ1) | ATP-dependent DNA helicase Q1 (Homo sapiens), P46063 | RECQ1 DNA unwinding, red fluorescence kinetic read | Potency, µM (series often up to 57.3 µM), inactives show at the top dose activity, negative = inhibition, hits mostly inhibitors | 240,000 compounds, 0.54% hits;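 further: plate controls were vehicle for no effect and no enzyme for full effect; nearly all actives have a fitted effect of over 30% in size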
Target sequence (P46063 whole entry, looked up): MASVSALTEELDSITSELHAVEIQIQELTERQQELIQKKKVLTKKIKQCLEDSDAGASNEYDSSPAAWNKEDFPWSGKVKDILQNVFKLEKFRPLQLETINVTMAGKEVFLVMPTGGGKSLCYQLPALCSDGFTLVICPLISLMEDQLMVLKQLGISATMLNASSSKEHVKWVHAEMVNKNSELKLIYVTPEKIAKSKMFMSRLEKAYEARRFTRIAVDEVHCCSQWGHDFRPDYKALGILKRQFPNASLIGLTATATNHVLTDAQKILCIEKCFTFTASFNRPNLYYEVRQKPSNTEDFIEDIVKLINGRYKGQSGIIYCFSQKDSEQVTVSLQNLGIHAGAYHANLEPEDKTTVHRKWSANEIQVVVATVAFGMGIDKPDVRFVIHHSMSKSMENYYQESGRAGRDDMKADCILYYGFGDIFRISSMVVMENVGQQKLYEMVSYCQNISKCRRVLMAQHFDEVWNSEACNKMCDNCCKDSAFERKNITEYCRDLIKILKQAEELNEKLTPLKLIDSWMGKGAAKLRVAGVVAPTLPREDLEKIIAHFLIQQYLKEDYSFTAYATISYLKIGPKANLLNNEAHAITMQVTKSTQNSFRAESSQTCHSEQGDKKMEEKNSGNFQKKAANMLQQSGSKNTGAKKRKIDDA
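50 nM RECQ1T1 preincubated 15 min with compound in Tris pH 8.0 buffer with MgCl2, DTT, Tween-20 and 2.5 ug/ml poly(dI-dC); started with 200 nM TAMRA/BHQ-2 forked duplex and 2 mM ATP. Unwinding read as fluorescence (525/598 nm), two reads 2 h apart.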
Tau fibril ThT: qHTS for Inhibitors of Tau Fibril Formation, Thioflavin T Binding; recombinant tau K18 P301L (four-repeat tau fragment), heparin-induced fibrillization, ThT fluorescence; Potency, µM (titrated, usually from 57.4 µM), for inactives: at the top dose activity, negative = inhibition, most hits filed as inhibitors; 270,000 compounds, 2.1% hits; AID 1460, 2008; further: nearly all actives have a fitted effect of over 55% in size
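K18 P301L tau (15 uM + 0.24 uM Alexa 594-tagged), heparin 20 uM, NaOAc pH 7, 6 h 37 C; ThT 30 uM, 1 h RT, ex 450/em 510 nm.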
JMJD2E inh: qHTS Assay for Inhibitors of Human Jumonji Domain Containing 2E (JMJD2E) | Lysine-specific demethylase 4E (Homo sapiens), B2RXH2 | JMJD2E catalytic domain, FDH-coupled NADH fluorescence (FDH is formaldehyde dehydrogenase) | Potency, µM (titrated, usually from 57.1 µM), for inactives: at the top dose activity change, negative = inhibition, most hits filed as inhibitors | 230,000 compounds, 1.6% hits | AID 2147, 2009; active means well fitted inhibition curve with a large enough effect, not every such curve was filed as active; inconclusive means small, poorly fitted or top-dose-only effect, or another doubt; inactive means no such curve, though single readings can be large or run the other way;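 further: 0% = wells with enzyme and -100% = buffer wells without enzyme; nearly all actives have a fitted effect of over 50% in size; many of its hits are not listed in these tables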
L3MBTL1 block: qHTS Assay for the Inhibitors of L3MBTL1. Potency, µM (top dose mostly 57.1 µM), inactives show at the top dose activity, negative = inhibition, usual class: inhibitors. Lethal(3)malignant brain tumor-like protein 1 (Homo sapiens), Q9Y468. AlphaScreen L3MBTL1–H3K9me1 peptide binding. 230,000 compounds, 0.66% hits; further: nearly all actives have a fitted effect of over 60% in size
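L3MBTL1 50 nM + b-AHA-H3(1-15)K9me1 75 nM, 30 min RT; compound added, 30 min RT; streptavidin donor/Ni-chelate acceptor beads 10 ug/mL each final, 30 min RT dark; AlphaScreen read.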
* hit, by the source's call; i = inactive; u = inconclusive; x = not tested or not shown; [ ] = another dose, or the depositor's remark. Unless noted, the call rests on the fitted dose curve; in most records, active means well fitted curve in the direction sought with a large enough effect; inconclusive means small, poorly fitted or top-dose-only effect, or another doubt; inactive means no such curve, though single readings can be large; an effect the other way counts as inactive or inconclusive. Unless noted, on the % scale 0 is the no-effect control and ±100 the full control effect; potency means the concentration at half of the fitted maximal effect. These rows are one share of the data; count on the stated rates, not on these rows.

item	SMILES	JMJD2E inh	L3MBTL1 block	Tau fibril ThT	RECQ1 helicase	TR SRC2 fluor cs	RGS12 GoLoco inh	TRb SRC2 PPI	Tau fibril FP
1	COc1cccc(-n2c(SCc3ccccc3C)nc3c([nH]c4ccccc43)c2=O)c1	x	x	-5%	x	0%	x	5%	-1%
2	O=C(O)c1cccc(NN=C2c3ccccc3-c3ccccc32)c1	3%	u	u	13%	-11%	9%	-6%	11%
3	O=C(Nc1ccc(-c2noc(-c3cccs3)n2)cc1)c1cccnc1	-23%	u	-10%	-3%	-6%	7%	-9%	u
4	Cc1noc(/C=C/c2ccco2)c1S(=O)(=O)N1CCC(C(=O)Nc2ccc(Cl)cn2)CC1	1%	12%	15%	-4%	-3%	73%[activator]	-3%	-6%
5	COc1ccc(-c2coc3cc(OC)cc(O)c3c2=O)cc1	0%	3%	-24%	-6%	-6%	9%	0%	0%
6	Cn1nnnc1SCC(=O)Nc1c(Cl)cccc1Cl	-4%	-8%	7%	-4%	3%	2%	11%	-3%
7	COCCNC(=O)C1(CC(C)C)C=CCN1C(=O)c1ccccc1 (stereo unspecified)	14%	x	7%	-4%	-3%	-2%	7%	-3%
8	O=P(CCC(F)(F)F)(CCC(F)(F)F)CCC(F)(F)F	6%	x	-4%	-7%	0%	-20%	-5%	2%
9	CCc1ccccc1NC(=O)CSc1ncc(S(=O)(=O)c2ccccc2)c(N)n1	x	x	6%	x	-3%	x	7%	-2%
10	COc1ccccc1CN(CC(=O)NCc1ccco1)C(=O)CNS(=O)(=O)c1ccc(C)cc1	1%	x	-10%	i	2%	3%	0%	-7%
11	COc1cccc(CC(NC(C)=O)C(=O)NC2CCN(c3c(Cc4ccccc4)c(C)nc4ncnn34)CC2)c1 (stereo unspecified)	-7%	3%	0%	-1%	-1%	-9%	6%	-1%
12	O=[N+]([O-])c1cc(/C=N/N2CCCCC2)ccc1Cl	-4%	x	u	-3%	-1%	9%	2%	0%
13	COc1ccc(S(=O)(=O)c2cn(C)c3cc(N4CCCC4)c(F)cc3c2=O)cc1	x	x	-2%	x	-6%	x	4%	4%
14	CCc1ccccc1Nc1nn2c(=O)c3ccc(C(=O)NCc4ccccc4Cl)cc3nc2s1	x	x	u	x	-4%	x	2%	u
15	O=C(CO/N=C/c1ccc(OC(F)F)cc1)NC1CCCCCC1	-4%	7%	-7%	-4%	-5%	12%	-3%	11%
16	CCC(CC)C(=O)N(c1ccc(F)cc1)C1C=CS(=O)(=O)C1 (stereo unspecified)	7%	2%	-11%	11%	3%	1%	1%	-8%
17	CC1CCCCN1C(=O)c1cc(Cl)ccc1[N+](=O)[O-] (stereo unspecified)	8%	7%	-6%	-11%	0%	14%	-1%	3%
18	Cn1c(NNC(=O)/C=C/c2ccc3c(c2)OCO3)cc(=O)n(C)c1=O	u	x	x	i	-6%	1%	-6%	4%
19	Cc1ccc(-c2csc(=Nc3cccnc3)n2CCCN2CCCC2=O)cc1C	4%	-7%	-2%	-6%	1%	13%	3%	2%
20	COc1ccc(-c2cc(C(F)(F)F)n3nc(N)nc3n2)cc1	u	x	u	i	-4%	9%	3%	1%
21	O=C(COc1ccccc1)NCCc1csc(-c2ccc(F)cc2)n1	x	x	-8%	x	-8%	x	-4%	3%
22	CCCc1cnc(N2CCN(C(=S)NC)CC2)nc1	-7%	5%	-15%	i	1%	1%	-3%	2%
23	CSc1nc2ccc(S(=O)(=O)N3CCCCC3)cc2s1	7%	x	-6%	-12%	-3%	-4%	-6%	-13%
24	Cc1ccc(NC(=S)Nc2cc(C)on2)cc1	7%	72%[activator]	-19%	-14%	1%	-28%	-8%	1%
25	CC(=O)N1c2ccc(S(=O)(=O)NCC3CCC(C(=O)Nc4cccc(F)c4)CC3)cc2CC1C (stereo unspecified)	x	x	1%	x	-1%	x	-3%	4%
26	COc1ccc(Cl)cc1S(=O)(=O)n1ccnc1C(C)C	-3%	x	-4%	-4%	-2%	-15%	9%	-1%
27	Cc1ccccc1C(=NCCCN(C)C)c1ccccc1C	5%	3%	10%	2%	-2%[53 µM]	5%	2%[53 µM]	2%
28	O=C(c1ccc(Br)s1)N1CCN(Cc2ccc3c(c2)OCO3)CC1	3%	x	-12%	-5%	-4%	9%	-9%	5%
29	Nc1nnc(Cc2cccc(Br)c2)s1	-1%	-1%	-1%	0%	-3%	1%	-1%	-1%
30	CCc1cccc2c(C#N)cn(CC(=O)NCc3ccco3)c12	-14%	-15%	-1%	-3%	-8%	-5%	-14%	-12%
31	COc1ccc2ccccc2c1CNCCCN1CCOCC1	-4%	4%	8%	i	-1%	2%	-3%	5%
32	Cn1c(=O)c2cc(S(=O)(=O)Nc3ccc4c(c3)OCO4)ccc2n(C)c1=O	2%	-2%[11.4 µM]	-9%	-11%	-3%	-6%	-8%	3%
33	C=CCc1cccc2cc(C(=O)NCCc3c(C)[nH]c4c(C)cccc34)c(=O)oc12	x	x	u	x	0%	x	5%	6%
34	O=C(O)CCn1ccc2cc(S(=O)(=O)N3CCCCCC3)ccc21	x	x	-1%	x	0%	x	-4%	-1%
35	CCOC(=O)c1nc(SC)n(C)c1C(=O)OCC	-1%	1%	-7%	17%	1%	12%	-1%	1%
36	CCn1c(=NC(=O)c2ccc(S(=O)(=O)N3CCCCC3)cc2)sc2cccc(OC)c21	x	x	-3%	x	8%	x	1%	-9%
37	Cn1c(=O)nc2n(-c3ccc(Br)cc3)c3cccc(Cl)c3cc-2c1=O	x	x	-13%	x	0%	x	-5%	-3%
38	CCCC(=O)N=c1sc2c(OC)ccc(OC)c2n1C	-10%	0%	-8%	i	-1%	84%[activator]	8%	-3%
39	COC(=O)c1sccc1-c1ccc(C(=O)Nc2cccc(Cl)c2)o1	u	1%	u	-17%	-21%	1%	15%	u
40	COc1ccc(CC(=O)n2c(CC#N)nc3ccccc32)cc1OC	-7%	1%	-17%	-13%	0%	2%	-3%	-5%
41	c1ccc(COc2ccc(OCCCN3CCCCC3)cc2)cc1	-25%	x	-9%	-4%	-3%	9%	0%	2%
42	NS(=O)(=O)c1ccc(N/N=C/c2ccc3c(c2)OCO3)c([N+](=O)[O-])c1	8%	-2%	u	0%	-1%	14%	5%	5%
43	Cc1ccc(C(=O)Nc2ccc(CN3CCS(=O)(=O)CC3)cc2)cc1C	-5%	2%	3%	-2%	1%	8%	0%	-8%
44	CCN(CC(=O)NC(C)C)Cc1nc2sc3c(c2c(=O)[nH]1)CCC3	-8%	x	-12%	i	-1%	10%	2%	6%
45	CCOC(=O)N1CCN(S(=O)(=O)c2c(C)nn(C)c2C)CC1	10%	-2%	-6%	-6%	2%	-3%	4%	5%
46	Cn1c(Cn2c(=O)sc3ccccc32)nnc1SCc1ccccn1	-1%	0%	-11%	0%	-5%	x	-5%	-1%
47	CSc1nnc(CNS(=O)(=O)c2ccc(Cl)cc2)n1C	11%	7%	5%	i	-1%	-8%	1%	0%
48	Cc1nc2ccc(S(=O)(=O)NC(C(=O)Nc3nc4ccc(Cl)cc4s3)C(C)C)cc2s1 (stereo unspecified)	-2%	x	-9%	-16%	0%	11%	6%	-3%
49	CCc1cccc(C)c1NC(=O)C1CCN(S(=O)(=O)c2cccc3nonc23)CC1	x	x	-10%	x	-18%	x	-1%	-13%
50	c1ccc(N2CCN(Cc3nnc(-c4ccc5c(c4)OCO5)o3)CC2)cc1	x	x	-17%	x	-1%	x	-9%	11%
51	O=C(Nc1ccc(Cl)cc1)c1cccs1	-4%	x	3%	i	0%	-9%	-21%	6%
52	Cc1cc(N2CCN(C3CCCCC3)CC2)nc2cccc(O)c12	-10%	14%	-16%	2%	-7%	9%	-6%	13%
53	Fc1ccc(C2CCCCN2Cc2nc(CC3CC3)no2)cc1 (stereo unspecified)	0%	5%	-15%	-1%	-1%	2%	0%	-7%
54	Cc1ccc(C)c(N2CCN(C(=O)CCCn3c(=S)[nH]c4cc5c(cc4c3=O)OCO5)CC2)c1	7%	-7%	u	0%	-7%	0%	0%	6%
55	COc1ccc(-c2nn3c(-c4ccc(OC)cc4)nnc3c3ccccc23)cc1	x	x	u	x	2%	x	2%	-4%
56	COc1cc(-c2nc3ccc(C)cn3c2Nc2ccc3c(c2)OCCO3)ccc1O	u	u	u	-15%	-5%	3%	2%	10%
57	Cc1ccc(N2CC(NC(=O)C(=O)c3c[nH]c4ccccc34)CC2=O)cc1 (stereo unspecified)	x	x	6%	x	-2%	x	3%	-10%
58	Cc1ccc(CNC(=O)c2cc(-c3ccc(C)c(C)c3)nc3ccccc23)cc1	x	x	6%	x	-1%	x	3%	-7%
